# Screening data from PubChem.
# Neddylation inh: inhibitors of human cullin neddylation | P61081+Q13564 | TR-FRET cullin neddylation, biochemical | calls only at 25 µM | 360,000 compounds, 0.58% hits | AID 651699; in the data active = inhibition above about 36%
# Scp1 inh: inhibitors of human Scp-1 phosphatase; Q9GZU7; Recombinant Scp1, phosphopeptide, malachite green phosphate absorbance; AID 493091; inhibition, % at 20 µM; 340,000 compounds, 0.88% hits;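 active = inhibition above about 50% at 20 µM, limit read from the data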;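 note: plate controls were DMSO wells with enzyme for no effect and wells lacking enzyme for full effect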
# Target sequence (Q9GZU7 76-261 limits assumed): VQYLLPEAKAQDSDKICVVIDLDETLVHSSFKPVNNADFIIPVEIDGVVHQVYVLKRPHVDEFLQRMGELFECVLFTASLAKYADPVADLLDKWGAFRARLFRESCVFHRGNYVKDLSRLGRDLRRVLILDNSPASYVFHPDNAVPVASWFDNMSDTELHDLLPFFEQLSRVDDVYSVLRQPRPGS
#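 Material: truncated SCP-1 phosphatase (76-261aa) / Buffer or medium: 50 mM Tris acetate pH 5.5, 0.005% Tween-20, 10 mM MgCl2 / Compound dosing: one concentration, 20 µM, with 1.0% DMSO / Incubation: 45 min room-temperature reaction, 5 min colour, 30 min stabiliser / Detection: colorimetric free-phosphate detection, absorbance 630 nm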
# NadD inh: blocks S. aureus nicotinate mononucleotide adenylyltransferase. 360,000 compounds, 0.78% hits. inhibition, % at 20 µM. purified NadD enzyme, colorimetric absorbance read-out; in the data active = inhibition above about 26%; note: some compounds past the cut are filed as inactive
# DNMT1 inh: blocks human DNA methyltransferase DNMT1 | P26358 | DNMT1 molecular beacon, Hinp1I cleavage, fluorescence | inhibition (reported as % activation of signal), % at 10 µM | 360,000 compounds, 0.83% hits | AID 588458; in the data active = inhibition above about 50%
# STEP inh: blocks human striatal-enriched tyrosine phosphatase; recombinant STEP, OMFP fluorogenic substrate, fluorescence; inhibition, % at 20 µM; 360,000 compounds, 0.25% hits;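 active = inhibition at 20 µM, scaled per plate between control wells, above about 37%, limit read from the data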;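 note: 0% = DMSO with enzyme and substrate and 100% = substrate only without enzyme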
#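 Measure: Control-normalized % inhibition with plate pattern correction | Test system: STEP phosphatase, cell-free reaction | Medium: pH 6.0 Bis-Tris with DTT and Tween 20 | Technique: Fluorescence, 480/540 nm | Times: Reaction 20 min, ambient temperature | Doses: Single compound dose of 20 µM, 1% DMSO final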
# Rpn11 block: blocks the human proteasome subunit Rpn11; O00487; human 26S proteasome, Ub4-pepOG fluorescence polarization; 20S core pre-blocked with epoxomicin; calls only at 20 µM; 360,000 compounds, 0.59% hits; AID 588493;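 active = inhibition at 20 µM, scaled to each plate's controls, above about 33%, limit read from the data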
# Target sequence (O00487 whole entry, looked up): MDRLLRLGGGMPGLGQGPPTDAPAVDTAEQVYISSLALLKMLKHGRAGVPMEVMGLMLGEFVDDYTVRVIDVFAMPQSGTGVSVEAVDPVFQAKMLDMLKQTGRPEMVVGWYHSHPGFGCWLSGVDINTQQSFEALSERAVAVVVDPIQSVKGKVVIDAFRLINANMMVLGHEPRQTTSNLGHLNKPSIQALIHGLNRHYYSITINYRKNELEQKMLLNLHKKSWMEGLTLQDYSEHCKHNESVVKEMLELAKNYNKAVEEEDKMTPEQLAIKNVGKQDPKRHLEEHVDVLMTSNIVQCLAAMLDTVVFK
# Rin1-Abl PPI inh: inhibitors of human Rin1-Abl protein interaction; 360,000 compounds, 0.4% hits; TR-FRET Rin1/Abl binding, biochemical; inhibition, % at 7.35 µM; AID 588664; P00519+Q13671; in the data active = inhibition above about 5%, passing the limit was not always enough
# CSN deneddyl inh: inhibitors of human CSN-mediated cullin deneddylation. AID 651999. inhibition, % at 12.5 µM. Purified CSN, SCF-Nedd8-OG deneddylation, fluorescence polarization. 360,000 compounds, 0.38% hits;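 active = pattern-corrected inhibition above about 35%, with an unprinted fluorescence ratio check between 0.5 and 1.5, limit read from the data, passing the limit was not always enough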;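 note: 0% = enzyme with substrate and 100% = substrate without enzyme; some results filed as inactive read as strong as hits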
# Target sequence (Q92905 whole entry, looked up, one chain of several): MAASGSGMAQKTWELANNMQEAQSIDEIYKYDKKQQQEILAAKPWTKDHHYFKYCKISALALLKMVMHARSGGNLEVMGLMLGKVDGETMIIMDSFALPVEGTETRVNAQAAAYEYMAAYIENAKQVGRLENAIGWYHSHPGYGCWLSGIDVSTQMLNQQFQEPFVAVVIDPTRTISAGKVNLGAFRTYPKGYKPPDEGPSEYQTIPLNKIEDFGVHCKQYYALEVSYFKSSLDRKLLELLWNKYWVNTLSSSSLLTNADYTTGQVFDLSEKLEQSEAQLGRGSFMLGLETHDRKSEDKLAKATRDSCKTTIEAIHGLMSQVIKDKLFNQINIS
#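 Assay system: HEK293T-derived human Csn5 enzyme; quantity: 0.24 nM enzyme; medium: Tris/NaCl/DTT buffer, pH 7.5; also added: substrate SCFSkp2-Nedd8OG, 10 nM; doses: 12.5 µM compound; schedule: 90 min reaction at room temperature; signal: FP; read-out: % inhibition of substrate cleavage by Csn5; benchmarks: substrate-only high control, full reaction low control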
# LMPTP block: blocks human LMPTP phosphatase | 360,000 compounds, 0.22% hits | inhibition, % at 20 µM | P24666 | recombinant LMPTP-A, OMFP fluorogenic substrate, fluorescence intensity;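 active = compounds that cut the enzyme signal by at least half of the control window in the single-dose screen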;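 note: plate controls were DMSO wells with enzyme plus substrate for no effect and substrate without enzyme for full effect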
# Target sequence (P24666 whole entry, looked up): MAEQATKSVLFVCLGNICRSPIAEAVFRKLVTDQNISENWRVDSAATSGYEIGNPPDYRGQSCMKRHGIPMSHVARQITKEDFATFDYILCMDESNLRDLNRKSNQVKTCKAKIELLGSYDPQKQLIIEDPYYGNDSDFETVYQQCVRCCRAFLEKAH
#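 Assay system: LMPTP-A enzyme. Input: 0.625 nM LMPTP-A final. Probe or stimulus: 400 µM OMFP. Compound dosing: single 20 µM dose. Schedule: 50 min dark incubation at room temperature. Detection: fluorescence intensity of OMFP turnover product. Read-out: percent inhibition versus substrate-only and uninhibited controls. Benchmarks: no-enzyme low control, uninhibited high control.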
# SUMO1 PPI mod: SUMO1-SIM interaction modulation | AID 602429 | P63165 | 360,000 compounds, 0.33% hits | SUMO1 binding to a labelled peptide, TR-FRET, 1 h | inhibition, % at 20 µM; in the data active = inhibition above about 37%
# * hit, by the source's call; i = inactive; · = not tested or not shown; + = active, no number.
SMILES,Neddylation inh,Scp1 inh,NadD inh,DNMT1 inh,STEP inh,Rpn11 block,Rin1-Abl PPI inh,CSN deneddyl inh,LMPTP block,SUMO1 PPI mod
N#Cc1ccc(Nc2nc(NCc3ccccc3)nc3ccsc23)cc1,i,·,19,-3,1,i,-2,-1,32,-6
c1ccc2c(c1)OCCOCCOCCOCCOCCOc1ccccc1OCCOCCOCCO2,i,0,-3,-1,0,i,-1,-11,-1.2,-1
CCOc1ccc(NC(=O)c2cc(=O)[nH]c3ccccc23)cc1,i,-8,0,-33,-1,i,1,7,0.3,1
COC(=O)C(/C=N/OCc1ccc([N+](=O)[O-])cc1)NC(=O)c1cccc(Cl)c1 (stereo not drawn),i,4,-1,0,-2,i,0,-1,-0.5,-5
Cc1cc(=S)cc(C)n1CCCn1ccnc1,i,-9,3,-8,1,i,-3,4,14,1
NS(=O)(=O)c1ccc(CCNC(=O)c2ccc(Cl)c(S(=O)(=O)N3CCCCC3)c2)cc1,i,3,-3,-7,0,i,2,0,0.6,7
CC(NC(=O)CCn1nc(-c2ccc(Cl)cc2)ccc1=O)c1ccccc1 (stereo not drawn),i,-11,-4,-1,-2,i,0,0,0.0,3
COc1ccc(N2CCN(S(=O)(=O)CCNC(=O)/C=C/c3ccc4c(c3)OCO4)CC2)cc1,i,-1,-1,1,3,i,1,-2,-0.1,0
O=C(NC(Cc1ccccc1)c1ccc2c(c1)OCCCO2)c1ccccc1 (stereo not drawn),i,-13,-11,-5,3,i,1,-1,0.7,0
CC1(C(=O)NS(=O)(=O)C2CC2)CCCN(C(=O)c2cccc(C(F)(F)F)c2)C1 (stereo not drawn),i,·,-1,-1,0,i,-1,19,-0.1,-4
Cc1ccc(SCc2ccc(C(=O)Nc3cc([N+](=O)[O-])ccc3C)cc2)cc1,i,3,1,15,3,i,2,-2,0.5,-3
Cc1cccc(-n2c(-c3ccoc3C)n[nH]c2=S)c1,i,2,2,2,-4,i,-8,-7,-1.7,-1
CCn1cc(C2=NC(C)(C)CO2)c2ccccc21,i,-4,-7,2,0,i,-1,1,-0.8,-1
COc1ccccc1S(=O)(=O)Cc1ccc(C(=O)NC(C)c2ccc3c(c2)OCCO3)o1 (stereo not drawn),i,3,6,-2,0,i,-2,0,-0.8,1
C=CCNc1nc2ccccc2nc1NS(=O)(=O)c1cccs1,i,1,1,0,-8,i,3,-5,-1.0,1
CC1=C(C(=O)O)N2C(=O)C(NC(=O)c3ccccc3Cl)C2SC1 (stereo not drawn),i,-2,-3,1,0,i,2,-2,-0.3,0
Cc1ccc2[nH]c(CCN(C)C)c(CC#N)c2c1,i,-4,-5,-7,-1,i,-2,2,-1.1,3
COC(=O)C1=C(C)OC(N)=C(C#N)C1c1cc(C)sc1C (stereo not drawn),i,-7,3,-2,-3,i,-3,2,-0.6,-6
OCC[C@H]1C[C@H](O)[C@@H](O)[C@@]2(CCCCO2)O1,i,-14,-2,2,-2,i,3,-1,-0.9,-1
COc1cc(C(=O)Oc2ccccc2OC(=O)c2cc(OC)c(OC)c(OC)c2)cc(OC)c1OC,i,-7,-1,1,1,i,-8,2,-0.2,-5
Cc1ccc(NC(=O)c2oc3ccc(S(=O)(=O)N4CCC5(CC4)OCCO5)cc3c2C)cc1C,i,-11,2,-3,4,i,0,-3,1.8,3
CCNc1nc(NCC)n2c(SCC(=O)NCC3CCCCC3)nnc2n1,i,1,2,-1,1,i,2,3,-1.6,2
Cc1ccc(NC(=O)COC(=O)COc2cccc3c2OC(C)(C)C3)c(C)c1,i,-8,-4,2,3,i,-2,2,-0.4,2
CC(=O)Nc1ccc(S(=O)(=O)NCCC(=O)OCC(=O)c2ccc(F)c(F)c2)cc1,i,7,1,0,0,i,-2,2,0.4,-2
CCOc1ccc(C(=O)NCc2cccnc2)cc1[N+](=O)[O-],i,-6,-1,3,-3,i,-1,0,-0.7,-15
COc1cc2c(cc1OC)C(c1cccs1)N(C(=O)c1ccncc1)CC2 (stereo not drawn),i,-3,0,-3,2,i,3,-1,-0.5,1
CCCCc1nc(Cl)c(C#N)c2c1CSC(C)(C)C2,i,-1,-1,5,3,i,1,-1,1.3,3
CC(C)CNC(=O)C(=O)NCc1ccccn1,i,-5,2,2,-2,i,2,-9,-0.8,3
CC1=C(C(=O)N2CCOCC2)CC(CC(=O)NCc2cccc3ccccc23)C(=O)N1Cc1ccc(F)cc1 (stereo not drawn),i,·,-1,3,-4,i,0,1,-1.8,2
Cc1ccc(CCNC(=O)C2CCN(S(=O)(=O)c3ccc4c(c3)NC(=O)CO4)CC2)cc1,i,-2,-4,-3,-1,i,-2,1,-0.2,1
Cc1ccc(NS(=O)(=O)c2cccc(C(=O)N3CCCCCCC3)c2)cc1,i,2,-4,4,-1,i,2,4,0.1,0
O=C1CC(c2ccccc2)Cc2nc(NC3CC3)ncc21 (stereo not drawn),i,1,-6,1,-3,i,-2,-1,-0.2,-2
O=NN(CC(=O)NN=CC=Cc1ccccc1)CC(=O)NN=CC=Cc1ccccc1,i,·,27,2,4,+,7,7,6.9,-2
COC(C[C@@H](O)C[C@H](O)[C@@H](C)OCc1ccccc1)OC,i,0,-4,2,0,i,4,-2,-0.4,5
CCCOC(=O)c1ccc(S(N)(=O)=O)o1,i,-7,-10,13,1,i,0,-11,-1.9,3
CC1CCN(C(=O)Cn2cc(C#N)c3ccccc32)CC1,i,12,1,-2,0,i,-1,-2,-0.3,0
COc1ccc(Cn2c(-c3ccc(OC)cc3)nc3ccccc32)cc1,i,-14,-2,2,-3,i,0,2,-1.7,-1
CN(C)CCN(C(=O)c1ccc2c(c1)CCCC2)c1nc2c(F)cccc2s1,i,-2,4,-16,0,i,-4,-1,-0.7,0
O=C(CSc1nnc(COc2cccc3cccnc23)o1)c1ccc(F)cc1,i,-9,6,-1,3,i,-1,3,0.0,4
Cc1cc(=O)oc2cc(OCC3CC(c4ccc(Cl)cc4)=NO3)ccc12 (stereo not drawn),i,-8,-4,-6,2,i,-2,20,0.9,-6

# Two records picked at random from those above, as already listed:
SMILES,Neddylation inh,Scp1 inh,NadD inh,DNMT1 inh,STEP inh,Rpn11 block,Rin1-Abl PPI inh,CSN deneddyl inh,LMPTP block,SUMO1 PPI mod
O=NN(CC(=O)NN=CC=Cc1ccccc1)CC(=O)NN=CC=Cc1ccccc1,i,·,27,2,4,+,7,7,6.9,-2
O=C(CSc1nnc(COc2cccc3cccnc23)o1)c1ccc(F)cc1,i,-9,6,-1,3,i,-1,3,0.0,4

# Other records:
SMILES,Neddylation inh,Scp1 inh,NadD inh,DNMT1 inh,STEP inh,Rpn11 block,Rin1-Abl PPI inh,CSN deneddyl inh,LMPTP block,SUMO1 PPI mod
CCn1ncc(Cl)c1C(=O)NC(=S)Nc1c(C)cc(C)cc1[N+](=O)[O-],i,-14,-3,-5,3,i,-3,-1,0.5,-8
COc1ccc(C(=O)NNC(=S)NC(=O)c2ccccc2)cc1,i,-10,5,8,6,i,0,5,-0.5,4
N#Cc1nc(-c2ccccc2)oc1NCC1CCCO1 (stereo not drawn),·,-6,-1,-1,2,i,-4,1,-0.2,2
c1cc2c(cc1Cn1cnnn1)OCO2,i,-4,-9,-2,0,i,-1,1,-0.3,-3
O=C(NCC(=O)N1CCN(C(=O)c2ccccc2)CC1)c1ccccc1,i,-2,-1,-1,-1,i,1,10,-0.5,-5
COc1cccc(C2CC(c3ccc(Cl)cc3)Nc3nc(N)nn32)c1 (stereo not drawn),i,0,6,0,-1,i,-1,-1,-2.5,6
Fc1ccc(Cl)cc1/C=N/n1cnnc1SCc1ccccc1,i,-6,-1,0,-1,i,-2,-2,-0.5,8
O=C1CCC([N+](=O)[O-])C(c2ccc(Cl)cc2Cl)N1 (stereo not drawn),i,-8,3,2,-2,i,-4,3,-2.8,0
CCOc1ccc(C(=O)COC(=O)c2cc([N+](=O)[O-])ccc2N2CCOCC2)cc1,i,-15,-10,-3,1,i,1,-2,2.6,-17
CC(=O)Nc1cccc(C(=O)OC(C)C(=O)NCc2ccc3c(c2)OCO3)c1 (stereo not drawn),i,-8,-4,-4,2,i,4,-5,-0.6,-5
COc1ccc(Cl)cc1NC(=O)CN(C)C(=O)CCSc1ccc(C)cc1,i,-8,-7,-5,2,i,1,1,3.5,-2
CCC(=O)Nc1ccc(-c2nc3ccccc3c(=O)o2)cc1,i,-5,4,-3,-1,i,2,-5,-0.4,4
[2H]C(CCOS(N)(=O)=O)c1ccc(C(C)(C)C)cc1 (stereo not drawn),i,-9,-4,1,-2,i,1,-5,0.1,2
CC(C)(C)NC(=O)NC(=O)COC(=O)c1cccc(S(=O)(=O)N2CCCCC2)c1,i,-5,-3,0,-1,i,1,-4,0.6,-4
COc1cc2c(cc1OC)C(c1c(Cl)cccc1Cl)=NCC2,i,·,4,-5,-2,i,1,2,-1.1,2
N#Cc1c(-c2ccc([N+](=O)[O-])cc2)nc2n(c1=O)CCS2,i,-7,-1,-3,-1,i,3,3,-0.6,-46
Cc1cccc(C)c1NC(=O)NN=C1CCCCC1,i,-1,6,2,1,i,2,2,0.1,-2
C#CC1(O)CC(C)N(C)C(C)C1 (stereo not drawn),i,-3,-1,5,-2,i,3,3,-2.3,0
CCCCCC(=O)N1C[C@H](n2cc(COC(=O)c3ccccc3)nn2)[C@@H](O)C[C@@H]1c1ccccc1,i,·,-8,4,3,i,1,-4,-0.3,2
CCn1c(SCC(=O)Nc2ccc3c(c2)OCO3)nnc1-c1cnccn1,i,-7,0,10,-1,i,-1,-2,-0.4,1
CC1=C(/C=C/C(C)=C/C=C/C(C)=C\C(=O)O)C(C)(C)CCC1,i,4,7,12,0,i,3,0,-1.2,6
COc1ccc(CN(CC(=O)NCc2ccc3c(c2)OCO3)C(=O)c2csnn2)cc1,i,-5,0,0,0,i,-4,2,-1.1,1
O/N=C/c1ccc(OCc2ccccc2F)c(Cl)c1,i,-5,-5,4,-1,i,1,0,0.5,0
CCCn1nc(C(=O)Nc2nnc(C3CC3)s2)c2ccccc2c1=O,i,-5,-7,0,0,i,0,1,0.1,-6
Cn1cccc1CNC(=O)Nc1ccc(Cl)c(Cl)c1,i,-10,5,-19,-4,i,0,8,2.0,3
COc1cccc(-c2cnc3c(NC(C)=O)cc(-c4cc(F)ccc4OC)cn23)c1,i,·,-8,-9,0,i,-2,-1,2.8,-4
